From PubChem
C1s inh: complement C1s protease inhibitors, primary screen, biochemical, 10-compound mixtures; Complement C1s subcomponent (Homo sapiens), P09871; mean inhibition % of two 10-compound mixtures (hits give high values), % at 5 µM (by protocol); 62,000 compounds, 0.16% hits; purified C1s, fluorogenic AMC substrate, pooled mixtures;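 active = inhibition above 20% in each of the two 10-compound mixture wells holding the compound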;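 note: 0% = enzyme wells lacking compound mixture and 100% = no-enzyme blank wells; some compounds called inactive have numbers as strong as hits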
Target sequence (P09871 16-437 limits assumed): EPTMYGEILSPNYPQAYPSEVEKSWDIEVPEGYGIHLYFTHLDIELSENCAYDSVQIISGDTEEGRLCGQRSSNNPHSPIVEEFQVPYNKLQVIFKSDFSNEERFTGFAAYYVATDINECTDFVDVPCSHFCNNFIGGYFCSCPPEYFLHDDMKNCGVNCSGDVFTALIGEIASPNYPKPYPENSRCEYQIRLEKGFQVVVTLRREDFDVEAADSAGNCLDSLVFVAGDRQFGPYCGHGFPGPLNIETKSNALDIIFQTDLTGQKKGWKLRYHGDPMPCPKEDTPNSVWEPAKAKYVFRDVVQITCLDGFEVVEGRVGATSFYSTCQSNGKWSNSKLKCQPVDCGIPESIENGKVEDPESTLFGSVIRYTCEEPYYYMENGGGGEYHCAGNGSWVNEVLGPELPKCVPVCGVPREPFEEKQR
Target sequence (P09871 438-688 limits assumed): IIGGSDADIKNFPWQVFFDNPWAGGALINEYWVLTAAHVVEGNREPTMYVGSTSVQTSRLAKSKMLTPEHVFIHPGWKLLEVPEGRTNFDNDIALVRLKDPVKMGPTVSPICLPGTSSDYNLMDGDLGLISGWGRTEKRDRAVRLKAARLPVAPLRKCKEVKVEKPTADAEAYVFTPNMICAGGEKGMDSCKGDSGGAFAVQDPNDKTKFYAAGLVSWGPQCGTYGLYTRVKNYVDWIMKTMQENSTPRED
CatS inh: inhibitors of human cathepsin S, biochemical, compound mixtures; P25774; recombinant cathepsin S, AMC dipeptide fluorescence, pooled mixtures; inhibition, %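 (tested at 5 µM per compound within 10-compound mixtures)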; 62,000 compounds, 0.06% hits; AID 501, 2006; in the data active = inhibition above about 32%, passing the limit was not always enough;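 note: 0% = enzyme without compound and 100% = blank without enzyme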
A340 absorber: compound light absorbance at 340 nm, profiling panel, artefact control, biochemical, MLSMR library, data from PS, PMK, MK assays; compound absorbance at 340 nm, fold over control; fold change at 10 µM; 65,000 tested, under 10 active;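 active = at 10 µM dose, initial 340 nm absorbance at least 2 fold that of control wells; inactive = change under 2 fold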;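 note: initial absorbance extrapolated from kinetic A340 decline of NADH oxidation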
CatB mix inh: cathepsin B inhibitors from pooled compounds, primary screen, biochemical, compound mixtures, AMC fluorescence | P07858 | Purified cathepsin B, AMC dipeptide fluorescence | inhibition, %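 (ten-compound pools at 5 µM per compound and 50 µM total)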 | 62,000 compounds, 0.06% hits | AID 488, 2006; in the data active = inhibition above about 22%, passing the limit was not always enough;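 note: 0% = enzyme without compound and 100% = no enzyme blank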
CatB block: human cathepsin B inhibitors, primary screen, biochemical, fluorogenic substrate. purified cathepsin B, fluorescence. inhibition, %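 (tested at 10 µM)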. 63,000 compounds, 0.1% hits. AID 453, 2006; in the data active = inhibition above about 21%;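 note: 0% = enzyme with no compound and 100% = no enzyme blank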
CatG inh: human cathepsin G inhibitors, primary screen, biochemical, pooled compound mixtures, AMC fluorescence; purified enzyme, AMC-tetrapeptide fluorescence; inhibition, % at 5 µM (by protocol); AID 581, 2007; P08311; 62,000 compounds, 0.2% hits;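 active = inhibition above 20% in each of the two mixture wells holding the compound; inactive = inhibition of 20% or less in either well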;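 note: 0% = enzyme control without mixture and 100% = blank lacking enzyme; strong numbers were not always called active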
FXIa inh mix: FXIa protease inhibitors in compound pools, primary screen, biochemical, 10-compound mixtures | Coagulation factor XI (Homo sapiens), P03951 | purified FXIa, fluorogenic substrate, pooled mixtures | inhibition, % at 5 µM | 62,000 compounds, 0.19% hits | AID 680, 2007;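 note: each value is inhibition by a whole ten-compound pool holding the compound; 0% = enzyme with no mixture and 100% = wells lacking enzyme; strong numbers were not always called active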
CatL block: inhibitors of human cathepsin L, biochemical | purified cathepsin L, fluorogenic substrate, fluorescence | inhibition, %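 (tested at 10 µM)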 | 58,000 compounds, 0.17% hits | AID 460, 2006; in the data active = inhibition above about 45%;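 note: 0% = enzyme with no compound and 100% = no enzyme blank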
FXIIa inh mix: human factor XIIa inhibitors, primary screen, biochemical, pooled compound mixtures, fluorogenic substrate. Coagulation factor XII (Homo sapiens), P00748. purified FXIIa. inhibition, % at 5 µM. 62,000 compounds, 0.2% hits. AID 684, 2007;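 note: 0% = enzyme without compound and 100% = no enzyme blank; some results filed as inactive read as strong as hits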
* hit, by the source's call; nt = not tested or not shown. Cut-off read from the data, not from the text of the source, unless noted: active = inhibition above about 20% (passing the limit was not always enough); inactive = the rest.

Labels used below – A = C1s inh; B = CatS inh; C = A340 absorber; D = CatB mix inh; E = CatB block; F = CatG inh; G = FXIa inh mix; H = CatL block; I = FXIIa inh mix
1	CCCC(=O)O[C@]1(C(=O)COC(C)=O)CC[C@H]2[C@@H]3C[C@H](F)C4=CC(=O)C=C[C@]4(C)[C@@]3(F)[C@@H](O)C[C@@]21C
  A = -22 | B = 5 | C = 0.97 | D = 5 | E = -1 | F = 7 | G = -1 | H = 14 | I = -19

2	CCCCCCCCCCCCCCCC(O)C(N)CO (stereo not given)
  A = 3 | B = -4 | C = 0.97 | D = 8 | E = 4 | F = 3 | G = 10 | H = 24 | I = -13

3	N=c1nc(N2CCCCC2)cc(N)n1O
  A = 4 | B = 4 | C = 0.98 | D = 7 | E = -1 | F = 3 | G = 6 | H = 19 | I = 5

4	COc1cc(C2Oc3cc(C4Oc5cc(O)cc(O)c5C(=O)C4O)ccc3OC2CO)ccc1O (stereo not given)
  A = -26 | B = 14 | C = 1 | D = 7 | E = 3 | F = -11 | G = 5 | H = 6 | I = 8

5	CCCCN(CCCC)CCCOC(=O)c1ccc(N)cc1
  A = -1 | B = -2 | C = 0.99 | D = 3 | E = 5 | F = -7 | G = 2 | H = 14 | I = 2

6	CCN(CCCCOC(=O)c1ccc(OC)c(OC)c1)C(C)Cc1ccc(OC)cc1 (stereo not given)
  A = 2 | B = 14 | C = 0.99 | D = 5 | E = 2 | F = 13 | G = 12 | H = -3 | I = 4

7	CC1(C)O[C@@H]2C[C@H]3[C@@H]4C[C@H](F)C5=CC(=O)C=C[C@]5(C)[C@@]4(F)[C@@H](O)C[C@]3(C)[C@]2(C(=O)CO)O1
  A = 19 | B = -2 | C = 1 | D = 4 | E = 5 | F = 13 | G = 4 | H = 11 | I = 8

8	CC(C)(C)NCC(O)COc1cccc2c1C[C@H](O)[C@H](O)C2 (stereo not given in full)
  A = 5 | B = 5 | C = 0.98 | D = -6 | E = -2 | F = 14 | G = 3 | H = 20 | I = 1

9	CCCC(=O)O[C@]1(C(=O)CCl)[C@@H](C)C[C@H]2[C@@H]3CCC4=CC(=O)C=C[C@]4(C)[C@@]3(F)C(=O)C[C@@]21C
  A = -11 | B = -4 | C = 1 | D = 0 | E = nt | F = -13 | G = -1 | H = 8 | I = 2

10	COc1ccc(C(=O)c2ccccc2)c(O)c1
  A = -6 | B = 2 | C = 1 | D = -2 | E = -3 | F = 3 | G = 7 | H = 6 | I = 2

11	CCCOc1ccc2nc(NC(=O)OC)[nH]c2c1
  A = 4 | B = -4 | C = 1 | D = -8 | E = 4 | F = 8 | G = -3 | H = 24 | I = -17

At a glance, some entries already given.
Labels used below – A = C1s inh; B = CatS inh; C = A340 absorber; D = CatB mix inh; E = CatB block; F = CatG inh; G = FXIa inh mix; H = CatL block; I = FXIIa inh mix
1	CCCC(=O)O[C@]1(C(=O)COC(C)=O)CC[C@H]2[C@@H]3C[C@H](F)C4=CC(=O)C=C[C@]4(C)[C@@]3(F)[C@@H](O)C[C@@]21C
  A = -22 | B = 5 | C = 0.97 | D = 5 | E = -1 | F = 7 | G = -1 | H = 14 | I = -19

2	CCCCCCCCCCCCCCCC(O)C(N)CO (stereo not given)
  A = 3 | B = -4 | C = 0.97 | D = 8 | E = 4 | F = 3 | G = 10 | H = 24 | I = -13

3	N=c1nc(N2CCCCC2)cc(N)n1O
  A = 4 | B = 4 | C = 0.98 | D = 7 | E = -1 | F = 3 | G = 6 | H = 19 | I = 5

4	COc1cc(C2Oc3cc(C4Oc5cc(O)cc(O)c5C(=O)C4O)ccc3OC2CO)ccc1O (stereo not given)
  A = -26 | B = 14 | C = 1 | D = 7 | E = 3 | F = -11 | G = 5 | H = 6 | I = 8

5	CCCCN(CCCC)CCCOC(=O)c1ccc(N)cc1
  A = -1 | B = -2 | C = 0.99 | D = 3 | E = 5 | F = -7 | G = 2 | H = 14 | I = 2

6	CCN(CCCCOC(=O)c1ccc(OC)c(OC)c1)C(C)Cc1ccc(OC)cc1 (stereo not given)
  A = 2 | B = 14 | C = 0.99 | D = 5 | E = 2 | F = 13 | G = 12 | H = -3 | I = 4

Not all compounds are listed; rates above refer to the full screens.
